ABHD5-PLIN5 inh = ABHD5-PLIN5 interaction inhibitors, primary screen, cell lysate, split luciferase complementation, luminescence; Perilipin-5 (Homo sapiens) + 1-acylglycerol-3-phosphate O-acyltransferase ABHD5 (Homo …; Split G. princeps luciferase complementation, 4 h; inhibition, % at 4 µM; 0.78% of 360,000 active; AID 602281, 2012;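 active = inhibition above the mean inhibition across every tested compound plus 3 SD, cut at about 22% in these data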;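 note: 0% = DMSO only wells and the 100% control is not disclosed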
MC4R barr agon = MC4R agonists recruiting beta-arrestin, primary screen, cell-based, luminescence, agonist arm of biased-ligand search | 0.98% of 360,000 active | U2OS MC4R beta-arrestin complementation; percent of melanotan II response, DMSO zero | AID 540308, 2011 | activation, % at 8.9 µM | Melanocortin receptor 4 (Homo sapiens), P32245;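 active = activation above a per-plate cutoff, the mean activation of sample wells on that plate plus 3 SD, cut at about 8% in these data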
Target sequence (P32245 whole entry, looked up): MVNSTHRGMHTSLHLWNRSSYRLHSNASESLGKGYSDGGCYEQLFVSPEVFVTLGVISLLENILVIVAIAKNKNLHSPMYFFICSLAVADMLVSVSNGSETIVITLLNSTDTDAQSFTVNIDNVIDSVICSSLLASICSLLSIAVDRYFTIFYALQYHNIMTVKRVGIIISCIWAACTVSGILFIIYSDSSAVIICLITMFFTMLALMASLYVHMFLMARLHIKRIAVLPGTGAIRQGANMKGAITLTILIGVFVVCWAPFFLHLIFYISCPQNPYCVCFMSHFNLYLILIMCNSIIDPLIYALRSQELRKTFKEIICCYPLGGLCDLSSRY
HTR2A ag = mouse Htr2a agonists via beta-arrestin recruitment, primary screen, cell-based, luminescence | 5-hydroxytryptamine receptor 2A (Mus musculus), P35363 | CHO-K1 mHTR2A beta-arrestin complementation; percent of 30 µM serotonin response | activation, % at 7.6 µM | 0.66% of 360,000 active | AID 624169, 2012;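 active = activation above a run cutoff, the mean activation of all tested compounds plus 3 SD, cut at about 14% in these data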;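 note: 0% = plate median of compound wells and 100% = 30 µM serotonin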
Target sequence (P35363 whole entry, looked up): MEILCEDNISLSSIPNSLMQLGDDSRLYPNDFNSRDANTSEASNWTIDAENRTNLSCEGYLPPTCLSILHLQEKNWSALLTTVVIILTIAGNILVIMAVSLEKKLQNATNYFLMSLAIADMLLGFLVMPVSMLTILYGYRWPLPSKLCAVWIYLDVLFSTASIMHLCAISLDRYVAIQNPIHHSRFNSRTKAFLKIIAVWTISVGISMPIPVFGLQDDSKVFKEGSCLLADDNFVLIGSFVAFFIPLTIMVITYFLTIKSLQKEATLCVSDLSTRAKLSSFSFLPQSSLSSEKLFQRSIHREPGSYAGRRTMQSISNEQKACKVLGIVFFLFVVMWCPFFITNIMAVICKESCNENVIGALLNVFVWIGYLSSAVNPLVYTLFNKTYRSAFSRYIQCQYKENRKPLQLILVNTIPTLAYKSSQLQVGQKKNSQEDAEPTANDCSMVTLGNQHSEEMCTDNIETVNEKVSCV
CaV13 ICDI inh = Primary screen for inhibitors of IQ motif and Ca2+-dependent inactivation inhibitor domain binding in CACNA1D, Förster resonance energy transfer in living cells, …. AID 743397. inhibition, % at 12.3 µM. HEK cells, CFP/YFP FRET ICDI-IQ, plate reader, 10 min; percent FRET-ratio fall versus neutral wells. 0.098% of 340,000 active;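 active = mean replicate inhibition of at least 30% and at least 1% of replicates passing that level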;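 note: 0% = median of the neutral control wells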
Cardio protect = cardioprotection against H2O2-induced cell death, primary screen, uHTS, H9c2 cells, ATPLite luminescence; protection from H2O2 cell death, % at 20 µM; AID 588492, 2011; H9c2 cardiomyocytes, H2O2 injury protection, 2 h; 0.63% of 360,000 active;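 active = compounds giving at least 50% protection of heart cells from peroxide-induced death in the single-dose screen, raw or plate-pattern-corrected value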;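 note: 0% = DMSO wells with peroxide and 100% = DMSO wells without peroxide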
ABCB6 inh 2 = ABCB6 transporter inhibitors, primary screen, K562-ABCB6 cells, flow cytometry, MLPCN library | ATP-binding cassette sub-family B member 6 (Homo sapiens), Q9NP58 | K562-ABCB6 porphyrin accumulation, 1 h; active compounds read low | fluorescence ratio to DMSO, % at 10 µM | 0.19% of 360,000 active | AID 602162, 2011;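 active = fluorescence ratio to DMSO below 75%, the collection mean minus 3 SD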;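 note: signal is porphyrin accumulated inside mitochondria; 100% equals median channel fluorescence of DMSO control wells; lower ratio means ABCB6 inhibition with less porphyrin fluorescence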
PDI turbidity = inhibitors of human PDI, primary screen, biochemical, turbidity, single point, plate reader; AID 588391, 2011; Protein disulfide-isomerase (Homo sapiens), P07237; inhibition, % at 10 µM; PDI insulin aggregation turbidity, A650, 90 min; 0.052% of 350,000 active;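 active = mean inhibition across replicates of 30% or more, whatever share of single replicates reach that level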;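 note: absorbance from insulin aggregation driven by PDI reduction with DTT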
Exocytosis inh = LAMP-1 surface exposure blockers, TALL-104 cells – cell-based, flow cytometry, MLPCN library, primary screen | TALL-104 LAMP-1 surface exposure; cells stimulated with thapsigargin and PMA | inhibition, % at 10 µM | 0.66% of 360,000 active | AID 651702, 2012;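 active = inhibition above about 55%, limit read from the data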
N-glyco inh = increase of ERlucT glycosylation luciferase signal, primary screen, N-linked glycosylation inhibitor project, D54 ERlucT cells, luminescence, set 2; 0.23% of 360,000 active; reporter increase, % at 12.5 µM; D54 ERlucT glycosylation luciferase reporter, 24 h; percent of 100 nM tunicamycin response; AID 588692, 2011;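 active = mean luciferase reporter signal, scaled so untreated is 0 and the glycosylation-blocking control 100, at or above a set limit in every replicate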;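 note: luciferase carries N-glycosylation sites so blocking glycosylation raises the light; 0% = median of neutral control wells and 100% = median of 100 nM tunicamycin wells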
MC4R antag cAMP = MC4R antagonists of cAMP signaling, primary screen, cell-based, TR-FRET, antagonist arm of biased-ligand search; Melanocortin receptor 4 (Homo sapiens), P32245; MC4R-expressing cells, MTII-stimulated cAMP, LANCE TR-FRET; inhibition, % at 6.5 µM; 0.48% of 360,000 active; AID 540295, 2011;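 active = inhibition above its plate's cutoff, the mean of tested wells on that plate plus 3 SD, cut at about 29% in these data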;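 note: 0% = Melanotan II alone and 100% = Melanotan II plus saturating MCL0020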
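material = U2OS cells stably expressing human melanocortin 4 receptor (MC4R) | also added = Melanotan II challenge | dosing = single nominal compound dose of 6.5 µM | detection = TR-FRET with Eu-cAMP and labeled anti-cAMP, 671 nm | replication = singlicate | timing = compound 30 min, challenge 1 h, detection 1 h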
An asterisk follows results filed as active; · = not tested or not shown. Not a hit list. Share with any hit: about 4.2%.

SMILES	ABHD5-PLIN5 inh	MC4R barr agon	HTR2A ag	CaV13 ICDI inh	Cardio protect	ABCB6 inh 2	PDI turbidity	Exocytosis inh	N-glyco inh	MC4R antag cAMP
O=C(O)Cc1cn(-c2ccccc2)nc1-c1ccccc1	2	-0.9	1	-2	-1	100	6	0	2	3
CCOC(=O)C(CCCOc1cccc(OC)c1)C(=O)OCC	3	-1.5	0	-9	-9	99	-8	-2	0	4
CCc1cccc(N=c2c([N+](=O)[O-])nn(-c3ccc4c(c3)OCCO4)n2O)c1	3	-1.2	1	-13	-6	106	-3	3	-2	16
CN(Cc1ccc(F)cc1)Cc1nc(-c2cnccn2)no1	-13	-3.2	-5	-4	-6	99	-2	-1	0	12
COc1nc(Oc2ccc(C(=O)OCC(N)=O)cc2)nc(N(C)C)n1	-11	0.5	1	·	8	103	7	-3	2	12
Cc1cccc(NC(=O)C[n+]2ccc(N(C)C)cc2)c1	5	-0.5	-1	-2	0	91	4	-5	0	1
CCOC(=O)C1=C(O)/C(=C/c2ccc(-c3ccccc3C(=O)O)o2)SC1=Nc1ccc(OC)cc1	3	-0.4	0	-4	20	105	6	12	2	9
COc1cccc(N/C=C/C(=O)c2ccc(C)cc2)c1	4	-1.1	12	-23	-22	99	3	16	-14	1
COc1cc(/C=C/C(=O)Nc2ccc(C(C)=O)cc2)cc(OC)c1OC	9	1.6	5	-5	10	100	0	-2	3	-1
COc1cccc(N=C(N)N)c1	-3	3.0	4	-19	9	99	-1	-6	1	-1
Cc1ccc(S(=O)(=O)N2CCN(C(=O)COC(=O)c3ccccn3)CC2)c(C)c1	-12	-3.5	-4	-6	2	98	-1	10	0	5
COc1nc(N(C)S(=O)(=O)c2ccc(C)cc2)nc(C)c1Br	-9	1.9	-4	-2	-16	100	5	7	-3	-1
COC(=O)Cc1c(C)nc2nc[nH]n2c1=O	0	-0.7	-2	-3	-1	99	-10	2	2	-3
O=C(COCc1nc2ccccc2c(=O)[nH]1)NC1CCCC1	-5	1.5	-1	-4	36	75	-6	-4	0	3
COc1ccccc1-c1oc2ccccc2c1C#CC1(N)CCCCC1	2	5.1	-1	-11	-12	94	-2	-4	-3	-2
CCn1c(=N)n(CC(=O)c2ccc(OC)cc2)c2ccccc21	2	0.5	5	-6	0	94	-11	-3	-4	-11
O=C(NC1CCCCC1)C(c1cccnc1)N(C(=O)c1csnn1)c1ccccc1 (centres undefined)	-12	2.5	8	-3	-2	98	13	-3	2	9
CN(C)C=Nc1nc2ccccc2nc1N1CCCC1	11	-0.4	0	-20	12	98	2	-2	1	18
O=C(NCc1cc(Cl)cc(Cl)c1)c1ccc2nc([C@@H]3O[C@H](CO)[C@H](O)[C@H](O)[C@H]3O)[nH]c2c1	6	-0.3	11	-6	2	108	-25	-5	1	2
CC(C)c1ccc(S(=O)(=O)Nc2ccc(O)c(Sc3ncn[nH]3)c2)cc1	3	0.7	1	·	-9	101	-2	3	-1	11

A stretch taken from the entries so far, for reference:
SMILES	ABHD5-PLIN5 inh	MC4R barr agon	HTR2A ag	CaV13 ICDI inh	Cardio protect	ABCB6 inh 2	PDI turbidity	Exocytosis inh	N-glyco inh	MC4R antag cAMP
Cc1ccc(S(=O)(=O)N2CCN(C(=O)COC(=O)c3ccccn3)CC2)c(C)c1	-12	-3.5	-4	-6	2	98	-1	10	0	5
COc1nc(N(C)S(=O)(=O)c2ccc(C)cc2)nc(C)c1Br	-9	1.9	-4	-2	-16	100	5	7	-3	-1
COC(=O)Cc1c(C)nc2nc[nH]n2c1=O	0	-0.7	-2	-3	-1	99	-10	2	2	-3
O=C(COCc1nc2ccccc2c(=O)[nH]1)NC1CCCC1	-5	1.5	-1	-4	36	75	-6	-4	0	3
COc1ccccc1-c1oc2ccccc2c1C#CC1(N)CCCCC1	2	5.1	-1	-11	-12	94	-2	-4	-3	-2
CCn1c(=N)n(CC(=O)c2ccc(OC)cc2)c2ccccc21	2	0.5	5	-6	0	94	-11	-3	-4	-11
O=C(NC1CCCCC1)C(c1cccnc1)N(C(=O)c1csnn1)c1ccccc1 (centres undefined)	-12	2.5	8	-3	-2	98	13	-3	2	9
CN(C)C=Nc1nc2ccccc2nc1N1CCCC1	11	-0.4	0	-20	12	98	2	-2	1	18
O=C(NCc1cc(Cl)cc(Cl)c1)c1ccc2nc([C@@H]3O[C@H](CO)[C@H](O)[C@H](O)[C@H]3O)[nH]c2c1	6	-0.3	11	-6	2	108	-25	-5	1	2
CC(C)c1ccc(S(=O)(=O)Nc2ccc(O)c(Sc3ncn[nH]3)c2)cc1	3	0.7	1	·	-9	101	-2	3	-1	11

(next part)
SMILES	ABHD5-PLIN5 inh	MC4R barr agon	HTR2A ag	CaV13 ICDI inh	Cardio protect	ABCB6 inh 2	PDI turbidity	Exocytosis inh	N-glyco inh	MC4R antag cAMP
CCNC(=S)NN=C1c2ccccc2-c2ccccc21	2	-1.7	-9	-7	-2	96	4	11	3	14
Cc1ccc2c(c1)N(C(=O)CCC(=O)NC1CCCCCC1)CCO2	5	-0.1	-8	-5	-6	97	·	2	1	14
CCC(C(=O)OCC(=O)Nc1ccc(C(N)=O)cc1)c1ccccc1 (centres undefined)	7	-0.5	2	-6	-8	98	15	-4	0	13
O=C(Nc1ccc(N2CCOCC2)cc1)Nc1ccc2nsnc2c1	0	-0.5	0	-5	1	103	-1	-2	-1	2
CCOc1ccc(NS(=O)(=O)c2ccc(C(=O)N(C)CC(=O)Nc3ccc(C)cc3)cc2)cc1	-10	-2.5	-2	-6	-10	101	12	2	-3	1
Cc1noc(C)c1NC(=O)N(C)C[C@H]1Oc2ccc(NS(=O)(=O)c3c(C)noc3C)cc2C(=O)N([C@H](C)CO)C[C@@H]1C	7	-0.7	3	-10	0	97	10	-1	3	-2
CCOC(=O)c1sc2nc(CC(=O)OC)nc(NCc3ccc(Cl)cc3)c2c1C	1	0.0	1	-8	-12	103	-5	-1	-4	-1
Cc1noc(C)c1C(=O)N1CCN(c2ccccc2O)CC1	-2	-0.5	-5	-14	4	104	5	16	3	2
Cc1ccc(-n2c(SCC(N)=O)nnc2-c2ccccn2)cc1C	1	-1.3	0	1	6	89	-13	-2	2	5
COc1ccc(-n2nc(C(=O)NCC(=O)N3CCN(c4ccccn4)CC3)c3ccccc3c2=O)cc1	4	2.5	4	-4	2	95	-8	-3	-6	27
Cc1ccc(S(=O)(=O)N2CCCC2C(=O)Nc2ccc(O)cc2)cc1 (centres undefined)	-4	-0.6	0	-2	0	98	·	0	1	5
CCCC[n+]1c2ccccc2cc2ccccc21	87*	-2.3	0	-1	-8	94	2	-9	10	-6
Cc1cc(SCC(=O)c2ccccc2)n2nc(C)nc2n1	0	-0.2	0	-5	-5	98	·	-2	12	3
CC(C)CC(=O)NCCCN1CCN(CCCNC(=O)CC(C)C)CC1	-1	-2.6	1	-4	0	93	-12	-3	0	1
COc1ccc(OC)c(NC(=O)COC(=O)C2CCN(C(=O)c3ccc(Cl)cc3)CC2)c1	3	1.7	-5	-2	-7	94	1	6	-3	26
Cc1cc(C)cc(-n2nnc(C(=O)NCc3ccccc3Cl)c2N)c1	6	-1.7	1	-4	-1	99	-3	-2	0	3
COn1c(=O)c(-c2ccc(Cl)cc2)[n+]([O-])c2ccccc21	2	0.4	3	-5	18	95	-1	3	2	-3
COCc1c(C(=O)OC/C(O)=C(\C#N)c2nc3ccccc3[nH]2)oc2ccccc12	-3	-1.4	0	-4	-2	108	3	-5	2	14
COc1ccc(S(=O)(=O)N/N=C\c2ccc([N+](=O)[O-])o2)c(OC)c1	3	-0.6	-3	·	-7	99	9	2	·	13
Cn1nc(C(F)(F)F)c(-c2ccc(Br)cc2)c1NC(=O)C1CCC1C(=O)O (centres undefined)	-1	1.0	-4	-20	-2	97	-4	-2	4	8
Cc1nnc(SCC(=O)NCC(=O)Nc2ccc(F)c(F)c2F)n1Cc1ccccc1	-2	-1.1	3	-5	5	97	-3	-1	0	3
CC(=O)OC(C#CCN1CCOCC1)c1ccccc1 (centres undefined)	-4	-1.6	0	-4	-4	91	10	2	1	0
COc1cccc(NC(=O)C(c2ccccc2)N2CCCC2)c1 (centres undefined)	1	-0.8	0	-6	-1	102	-4	1	0	-3
CCCN(Cc1ccccc1)S(=O)(=O)c1ccc(N2C(=O)CCC2=O)cc1	-6	-1.4	-2	-5	-4	109	-2	5	0	-2
Cc1occc1C(=O)Nc1cc(C(C)(C)C)on1	-4	-2.2	-2	·	-4	101	2	7	-10	-2
COc1cccc(N=CC2=C(O)CCCC2=O)c1	1	-1.4	3	-1	6	98	-1	-8	2	4
COc1ccc(NC(=S)N2CCC(c3ccc(C)cc3)C2)cc1 (centres undefined)	-3	-0.7	-2	-3	-8	94	8	2	1	9
CN1CCN(C(=O)C2Cc3c(-c4ccc5c(c4)OCO5)ccnc3O2)CC1 (centres undefined)	-1	0.1	-3	-4	0	102	-7	-1	-2	-1
COc1ccc(NC(=O)CN(C)C(=O)c2cccc(-n3cccc3)c2)cc1	-4	-3.6	-5	-6	-4	98	-9	0	-1	4
CCCC/C(O)=N\S(=O)(=O)c1ccc(N=NN(C)C)cc1	-1	-1.0	2	-4	-6	92	2	-2	0	6
COc1ccc(/C=C/CN2CCCC(C(=O)c3cc(F)ccc3F)C2)cc1 (centres undefined)	3	-1.2	-4	0	-4	102	20	2	-2	6
O=C(c1cccc(Cl)c1)N1CCN(Cc2c[nH]c3ccccc23)CC1	-2	-2.0	3	-4	-6	99	2	-2	0	12
O=C1C(=O)N(CC2CCCO2)C(c2ccco2)/C1=C(/O)c1ccc(F)cc1 (centres undefined)	0	-1.8	-3	0	0	100	-2	2	2	4

Screening data (PubChem)
